SUMO1-SIM PPI – modulators of SUMO1 protein-protein interactions, primary screen, biochemical, uHTS. Small ubiquitin-related modifier 1 (Homo sapiens), P63165. SUMO1 binding to a labelled peptide, TR-FRET, 1 h. inhibition, % at 20 µM. hit rate 0.33% among 360,000. AID 602429, 2012; in the data active means inhibition above about 37%
Target sequence (P63165 whole entry, looked up): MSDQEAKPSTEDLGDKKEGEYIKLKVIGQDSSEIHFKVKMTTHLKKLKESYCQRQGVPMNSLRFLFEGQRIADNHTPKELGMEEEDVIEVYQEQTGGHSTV
NRP1-CendR mod – modulators of CendR peptide binding to NRP-1, primary screen, biochemical, fluorescence polarization, uHTS | FAM-RPARPAR peptide binding to NRP-1 | inhibition, % at 25 µM | hit rate 0.85% among 360,000;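 active means inhibition or corrected inhibition above about 18%, plus a signal ratio from 0.5 to 1.5, limit read from the data, passing the limit was not always enough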; further: strong numbers were not always called active
Neddyl block – inhibitors of cullin neddylation, primary screen, biochemical, TR-FRET, uHTS, NAE and Ubc12; NEDD8-conjugating enzyme Ubc12 (Homo sapiens) + NEDD8-activating enzyme E1 regulatory …; calls only at 25 µM; hit rate 0.58% among 360,000; in the data active means inhibition above about 36%
Tb MetRS inh – T. brucei MetRS inhibitors, primary screen, biochemical, luminescence; AID 624268, 2012; purified T. brucei MetRS, ATP depletion, Kinase-Glo luminescence; hit rate 0.4% among 360,000; methionyl-tRNA synthetase (Trypanosoma brucei brucei); inhibition, % at 11.9 µM;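 active means inhibition above a per-plate cutoff of the control wells' mean inhibition plus 3 SD, cut at about 5.5% in these data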;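 further: 0% = DMSO wells median and 100% = median of wells with control inhibitor compound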
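Assay system: T. brucei methionyl-tRNA synthetase, purified | Medium: HEPES buffer with MgCl2, KCl, DTT, spermine, BSA, pyrophosphatase | Compound: 11.9 µM single point | Incubation: 15 min enzyme-compound preincubation, 2 h reaction, 10 min detection, 25 °C | Measured by: Kinase-Glo luciferase luminescence reporting remaining unconsumed ATP | Measure: % inhibition normalized to control-well medians | Replication: Singlicate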
LMPTP inh – LMPTP phosphatase inhibitors, primary screen, biochemical, fluorescence intensity, uHTS; AID 651560, 2012; recombinant LMPTP-A, OMFP fluorogenic substrate; Low molecular weight phosphotyrosine protein phosphatase (Homo sapiens), P24666; hit rate 0.22% among 360,000; inhibition, % at 20 µM;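 active means compounds that cut the enzyme signal by at least half of the control window in the single-dose screen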;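 further: plate controls were DMSO wells with enzyme plus substrate for no effect and substrate without enzyme for full effect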
Target sequence (P24666 whole entry, looked up): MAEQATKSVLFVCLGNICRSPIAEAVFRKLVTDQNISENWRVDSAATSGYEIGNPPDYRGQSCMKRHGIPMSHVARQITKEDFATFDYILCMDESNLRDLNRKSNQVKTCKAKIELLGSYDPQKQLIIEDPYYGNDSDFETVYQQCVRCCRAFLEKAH
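Test system: LMPTP-A phosphatase enzyme. Amount: LMPTP-A at 0.625 nM final in the reaction. Reagent: OMFP substrate, 400 µM final. Times: 50 min at room temperature. Signal: endpoint fluorescence intensity from OMFP dephosphorylation. Read-out basis: % inhibition. Benchmarks: no-enzyme and uninhibited controls.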
Scp1 inh – Scp-1 phosphatase inhibitors, primary screen, biochemical, colorimetric, uHTS | Recombinant Scp1, phosphopeptide, malachite green phosphate absorbance | inhibition, % at 20 µM | hit rate 0.88% among 340,000 | AID 493091, 2011;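 active means inhibition above about 50% at 20 µM, limit read from the data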;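 further: plate controls were DMSO wells with enzyme for no effect and wells lacking enzyme for full effect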
Target sequence (Q9GZU7 76-261 limits assumed): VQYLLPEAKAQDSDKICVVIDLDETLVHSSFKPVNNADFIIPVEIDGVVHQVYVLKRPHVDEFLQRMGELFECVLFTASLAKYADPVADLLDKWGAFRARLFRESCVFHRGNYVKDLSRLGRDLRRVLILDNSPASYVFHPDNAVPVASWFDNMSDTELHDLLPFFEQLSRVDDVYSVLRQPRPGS
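Test system – truncated SCP-1 phosphatase (76-261aa) · Reagent – Phosphorylated 17-residue peptide substrate · Incubation – 45 min room-temperature reaction, 5 min colour, 30 min stabiliser · Detection – colorimetric phosphate reagent with accelerator and stabiliser, absorbance at 630 nm · Measure – % inhibition at 20 µM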
SKN-1 inh – suppressors of acrylamide-induced Pgst-4::GFP reporter in worms, primary screen, SKN-1 inhibitor project, whole organism, uHTS, GFP/RFP fluorescence ratio, strain VP596. C. elegans VP596 Pgst-4::GFP/RFP ratio, 24 h. inhibition, % at 21.8 µM. hit rate 0.49% among 360,000. AID 624304, 2012;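 active means interference check ratio from 0.5 to 1.5 plus GFP to RFP signal ratio inhibition reaching or exceeding a fixed threshold, cut at about 30% in these data, passing the limit was not always enough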; further: some compounds called inactive have numbers as strong as hits
NadD block – inhibitors of S. aureus NadD, primary screen, biochemical, colorimetric, uHTS | Nicotinate-nucleotide adenylyltransferase NadD (Staphylococcus aureus N315) | purified NadD enzyme, colorimetric absorbance read-out | inhibition, % at 20 µM | hit rate 0.78% among 360,000; in the data active means inhibition above about 26%; further: some compounds past the cut are filed as inactive
STEP block – STEP phosphatase inhibitors, primary screen, biochemical, fluorescence intensity, uHTS. recombinant STEP, OMFP fluorogenic substrate. inhibition, % at 20 µM. hit rate 0.25% among 360,000. Tyrosine-protein phosphatase non-receptor type 5 (Homo sapiens), P54829;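 active means inhibition at 20 µM, scaled per plate between control wells, above about 37%, limit read from the data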;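 further: 0% = DMSO with enzyme and substrate and 100% = substrate only without enzyme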
Target sequence (P54829 whole entry, looked up): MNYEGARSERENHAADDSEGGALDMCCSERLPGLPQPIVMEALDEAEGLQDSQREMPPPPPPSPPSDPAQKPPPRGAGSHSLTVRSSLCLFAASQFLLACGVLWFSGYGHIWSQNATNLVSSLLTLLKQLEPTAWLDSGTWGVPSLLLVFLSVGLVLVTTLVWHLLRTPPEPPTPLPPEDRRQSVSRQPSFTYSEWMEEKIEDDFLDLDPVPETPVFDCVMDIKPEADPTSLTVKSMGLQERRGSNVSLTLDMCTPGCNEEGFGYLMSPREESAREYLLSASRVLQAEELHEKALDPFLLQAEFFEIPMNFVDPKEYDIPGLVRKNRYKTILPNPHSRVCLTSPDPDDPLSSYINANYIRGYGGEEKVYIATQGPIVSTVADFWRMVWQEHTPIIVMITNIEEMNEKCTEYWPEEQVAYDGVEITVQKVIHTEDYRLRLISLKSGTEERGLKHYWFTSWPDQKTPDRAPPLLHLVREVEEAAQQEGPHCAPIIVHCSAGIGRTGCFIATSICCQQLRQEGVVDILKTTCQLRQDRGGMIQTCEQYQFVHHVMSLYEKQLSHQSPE
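medium = Bis-Tris buffer pH 6.0, 2.5 mM DTT, 0.005% Tween 20 | test system = STEP (striatal-enriched tyrosine phosphatase) enzyme, cell-free | measure = normalized % inhibition | compound dosing = 20 µM, 1% DMSO | also added = 25 µM OMFP | schedule = reaction 20 min, ambient temperature | measured by = fluorescence read at 480 nm ex / 540 nm em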
DNMT1 block – human DNMT1 methyltransferase inhibitors, primary screen, biochemical, molecular beacon, fluorescence, HinP1I cleavage, uHTS; DNA (cytosine-5)-methyltransferase 1 (Homo sapiens), P26358; inhibition (reported as % activation of signal), % at 10 µM; hit rate 0.83% among 360,000; in the data active means inhibition above about 50%
Numbers without * were called inactive; i = inactive; · = no result given.

SMILES	SUMO1-SIM PPI	NRP1-CendR mod	Neddyl block	Tb MetRS inh	LMPTP inh	Scp1 inh	SKN-1 inh	NadD block	STEP block	DNMT1 block
CNc1nc(-c2ccc3c(c2)CCN3C(=O)c2ccccc2F)c(C)s1	-8	-9	i	0.1	1.2	11	11	1	3	-4
O=C(c1ccccc1)N1CCN(CCc2ccccc2)CC1	-2	-7	i	-0.4	-0.7	1	11	3	0	1
O=S(=O)(NCc1ccccc1F)NCc1ccccc1F	2	1	i	-0.1	-0.5	-1	-12	-1	0	-2
CC1CCN(C(=O)c2[nH]cnc2C(=O)NCc2ccc(CNC(=O)OC(C)(C)C)cc2)CC1	1	30*	i	-0.1	-1.4	-4	-6	-1	3	3
c1ccc(-n2c(SCc3ccncc3)nnc2-c2ccco2)cc1	-6	-1	i	-0.9	-0.3	-10	3	2	0	-3
Cn1c(SCC(=O)Nc2ccc(Br)cn2)nnc1C1CC1	2	6	i	-0.1	1.0	16	19	-1	3	14
O=c1[nH]c(=O)n(Cc2ccccc2)c2c1C(C(F)(F)F)(C(F)(F)F)N=C(c1ccco1)N2	-1	-18	i	0.1	0.7	11	0	0	-4	-3
CN(C)c1nc2n(c(=O)n1)CCS2	-3	7	i	0.0	0.5	-6	3	0	0	1
Cc1ccccc1OCc1nnc(SCC(=O)Nc2ccc(N3CCOCC3)c(Cl)c2)n1C	-2	-2	i	-0.1	-2.2	-18	13	-5	-4	-7
COc1ccc(CCNS(=O)(=O)c2csc(C(N)=O)c2)cc1OC	-1	8	i	-0.3	-1.1	-10	0	-3	-1	1
Clc1cccc(Cl)c1Cn1nnc(-c2cccs2)n1	-2	-1	i	-0.7	-0.3	-6	-4	-1	1	1
Nc1cccc(C#Cc2ccc3c(c2)C(=O)/C(=C/c2ccsc2)O3)c1	-10	-12	i	-0.1	2.5	27	15	26	2	-20
CC(SCC(=O)Nc1ccc(F)cc1)c1nc2ccccc2c(=O)[nH]1 (centres undefined)	-1	1	i	-0.5	-0.4	3	-19	-2	-2	2
Cc1cccc(NC(=O)COC(=O)c2n[nH]c3ccccc23)c1C	0	-10	i	-0.2	-0.3	-4	-1	-1	0	14
N#CCSc1nnc(COc2ccccc2)n1-c1ccccc1	1	0	i	-0.4	-1.3	0	-27	-7	-1	1
O=C(CNC(=O)c1ccccc1)N/N=C/c1ccc([N+](=O)[O-])s1	-26	3	i	0.4	-1.1	-5	9	-2	2	-6
COc1ccc(C(=O)NNC(=O)CCn2nnc(-c3ccc(Cl)cc3)n2)cc1OC	-3	-7	i	-0.6	0.1	-4	9	-2	-2	-3
CC(=O)c1ccc(-c2ccc([C@H]3[C@@H]4C=CCC[C@@]4(C)C(=O)N3Cc3ccccc3)c(F)c2)cc1	6	5	i	-0.4	8.4	-6	6	-1	3	-15
COc1ccccc1CNC(=O)Cc1ccccc1	5	6	i	-0.5	-1.6	-7	28	-5	3	-6
O=C(NCCCCc1ccccc1)c1ccc(Br)cc1	-2	7	i	5.6	0.2	-16	17	-7	0	-1
CCCC(=NCc1ccccc1)C1=C(O)C(C(=O)OC)C(C)(C)CC1=O (centres undefined)	1	5	i	-0.1	0.4	-8	9	-5	2	-1
COc1ccc(-c2nc3nc(C)cc(=O)n3[nH]2)cc1	-3	8	i	-1.1	-1.1	-9	9	-5	-3	-1
CC(=O)Nc1cccc(C(=O)OCC(=O)NC(C)c2ccc(F)cc2)c1 (centres undefined)	-3	-10	i	-0.2	-1.6	4	12	-5	-1	1
Clc1ccc(-c2csc(N/N=C/c3cccnc3)n2)c(Cl)c1	2	0	i	-0.9	0.5	3	12	0	-1	-4
Cc1ccc2oc3nc(C)c(C(=O)Nc4cccc(C(F)(F)F)c4)cc3c(=O)c2c1	-68	-14	i	0.1	0.2	0	-1	-2	3	9
O=C(OCc1ccccc1)N1C=CC2CC1c1c(Cl)cccc12 (centres undefined)	7	6	i	0.4	2.0	-4	-7	1	1	2
Cc1nn(C)cc1CNC(=O)Nc1cccc(Cl)c1	3	16	i	1.0	0.7	-2	-11	1	6	-1
COc1ccccc1OCCCN1CCC(C(O)(c2ccccc2)c2ccccc2)CC1	-3	2	i	-0.7	-0.7	·	9	-5	·	·
COC(=O)Cn1c(C(F)(F)F)nc2ccccc21	-1	-17	i	-0.8	-0.3	3	-5	8	-4	3
CCN1CCN(C(=S)c2ccc(Cl)cc2)CC1	-1	-12	i	0.1	0.0	-5	-3	2	95*	1
Cc1ccc(-c2cc(C(=O)NN3CCOCC3)c3cc(Br)ccc3n2)o1	-11	-22	i	-0.1	0.0	2	3	-3	-2	0
Cc1cc(C)c2c(CN3CCCCC3)cc(=O)oc2c1	-6	-1	i	-0.1	-2.5	-12	1	-2	-2	3
CSc1ncc(CN2CCN(C(C)C)C(CCO)C2)cn1 (centres undefined)	6	-10	i	-0.4	-1.3	-6	-13	-11	-3	1
N#Cc1ccc(CSc2nnc(Nc3ccccc3)s2)cc1	-2	11	i	52*	2.8	-6	-5	-2	1	-4
CC(=O)N1CCN(C(=O)c2cccc(S(=O)(=O)N3CCOCC3)c2)CC1	2	0	i	-0.1	-0.8	-1	6	2	0	3
COc1ccccc1-c1cc(SC)c(C#N)c(=O)o1	-16	-10	i	-0.2	0.0	-5	18	-2	0	1
O=c1o[nH]c(-c2ccccc2)c1C=Nc1ccc(Cl)cc1	-2	0	i	-0.1	-0.2	-7	10	0	-4	-3
O=c1oc2c3c4c(cc2c2c1CCC2)OCCN4CCC3	-4	20	·	-0.2	4.3	-5	19	16	-2	10
CCOc1ccccc1N1CCN(C(=O)c2cccc(S(=O)(=O)N3CCOCC3)c2)CC1	2	3	i	-0.3	0.0	0	-9	-4	-2	-2
COc1ccc(CN2CCN(C(=O)C3CC(=O)N(C4CCCCCC4)C3)CC2)c(OC)c1OC (centres undefined)	-7	12	i	-1.1	-2.0	-2	0	1	-6	0
CC(=O)c1cccc(NC(=O)C2CCCN2S(=O)(=O)c2cccs2)c1 (centres undefined)	7	-9	i	-0.6	0.6	·	5	0	0	5
CC1CCc2sc3nc(NCc4ccco4)n4ncnc4c3c2C1 (centres undefined)	15	-19	i	0.7	2.0	-5	-10	6	5	-1
O=C(Nc1ccc(Cl)c(Cl)c1)Nc1nnc(CC2=CCCCC2)s1	-1	-6	i	-0.9	0.2	-6	3	12	-1	3
Cc1ccc(CCCOC(=O)CN2CCCCC2)cc1	-8	0	i	0.0	-0.3	-6	-4	-2	-3	-1
CC(=O)N1CCc2c(sc(NC(=O)CCS(=O)(=O)c3ccccc3)c2C#N)C1	16	8	i	-0.1	0.9	-5	3	-4	-2	0
O=C1Nc2ccccc2N(C(=O)c2ccc3ccccc3c2)C1c1nc2ccccc2[nH]1 (centres undefined)	-13	3	i	-4.9	0.0	·	14	11	·	·
O=C(COC(=O)c1cccc(Cl)c1)NC1CCCCCCC1	4	-7	i	-0.2	0.7	-13	-1	-2	-5	2
CCCOC(=O)c1ccc(NC(=O)COC)cc1	0	4	i	-0.9	-2.0	-13	8	-5	2	0
NS(=O)(=O)c1ccc(NC(=S)NCC2CCCO2)cc1 (centres undefined)	0	-3	i	0.1	-1.0	-7	8	-6	0	9
O=C(NC1(C(F)(F)F)NC(=O)N(C2CCCCC2)C1=O)C1CC1 (centres undefined)	1	-5	i	-0.8	-1.7	-7	-2	-8	-4	-2
Cc1cnc(CN(C)Cc2c(C(=O)N3CCc4ccccc4C3)nc3ccc(Cl)cn23)[nH]1	1	9	i	-0.6	-0.1	-7	2	-2	-2	-1
CCCC1=Nc2cc(C(=O)NCCN3CCOCC3)ccc2Sc2ccc(C)cc21	6	14	i	0.8	-0.1	-9	5	-7	2	-7
Cc1c(Cl)cnc(NC(=O)COC(=O)c2ccc([N+](=O)[O-])s2)c1Cl	22	-21	i	1.1	4.5	43	8	8	4	63*
CC(C)CNC(=O)COC(=O)c1n[nH]c2ccccc12	14	0	i	-0.1	0.1	-6	1	-4	-1	2
COc1cccc(OC)c1C(=O)Nc1ccccc1N1CCCCC1	-4	11	i	-0.6	1.5	-3	0	3	3	2
COC(=O)c1ccccc1OCC(=O)N1CCN(c2ccc(Cl)cc2)CC1	0	4	i	-1.9	-0.7	-10	4	-3	-4	0
CCOc1ccc(-c2cc3nc(C4CCN(C(=O)OC(C)(C)C)CC4)c(C(=O)O)cn3n2)cc1	0	6	·	-0.8	1.1	-9	13	1	3	1
CCCCNS(=O)(=O)c1ccc2nc(SCC(=O)Nc3cc(C)cc(C)c3)[nH]c2c1	7	3	i	-1.3	-0.1	6	17	12	-2	-13
O=C1NC(c2ccc(-c3ccccc3[N+](=O)[O-])o2)C(C(=O)c2ccc(Cl)cc2)C(O)(C(F)(F)F)N1 (centres undefined)	-4	10	i	0.6	1.3	-4	2	3	-3	-20
O=C(NCC1CCN(Cc2ccccc2)CC1)[C@H]1O[C@@H](n2ccc(=O)[nH]c2=O)[C@H](O)[C@@H]1O	10	1	i	0.2	-0.4	·	-1	-5	·	·

3 compounds picked at random from the list so far, as already listed:
SMILES	SUMO1-SIM PPI	NRP1-CendR mod	Neddyl block	Tb MetRS inh	LMPTP inh	Scp1 inh	SKN-1 inh	NadD block	STEP block	DNMT1 block
O=C1Nc2ccccc2N(C(=O)c2ccc3ccccc3c2)C1c1nc2ccccc2[nH]1 (centres undefined)	-13	3	i	-4.9	0.0	·	14	11	·	·
CCCC1=Nc2cc(C(=O)NCCN3CCOCC3)ccc2Sc2ccc(C)cc21	6	14	i	0.8	-0.1	-9	5	-7	2	-7
CCCCNS(=O)(=O)c1ccc2nc(SCC(=O)Nc3cc(C)cc(C)c3)[nH]c2c1	7	3	i	-1.3	-0.1	6	17	12	-2	-13
